Source: PubChem (Broad Institute)
TcdB inh = TcdB glycohydrolase inhibitors, primary screen, biochemical, single point, plate reader; 0.24% of 350,000 active; AID 652162, 2013; Toxin B (Clostridioides difficile), P18177; TcdB glycohydrolase enzymatic assay; inhibition, % at 9.99 µM; in the data active = inhibition above about 10%
Target sequence (P18177 whole entry, looked up): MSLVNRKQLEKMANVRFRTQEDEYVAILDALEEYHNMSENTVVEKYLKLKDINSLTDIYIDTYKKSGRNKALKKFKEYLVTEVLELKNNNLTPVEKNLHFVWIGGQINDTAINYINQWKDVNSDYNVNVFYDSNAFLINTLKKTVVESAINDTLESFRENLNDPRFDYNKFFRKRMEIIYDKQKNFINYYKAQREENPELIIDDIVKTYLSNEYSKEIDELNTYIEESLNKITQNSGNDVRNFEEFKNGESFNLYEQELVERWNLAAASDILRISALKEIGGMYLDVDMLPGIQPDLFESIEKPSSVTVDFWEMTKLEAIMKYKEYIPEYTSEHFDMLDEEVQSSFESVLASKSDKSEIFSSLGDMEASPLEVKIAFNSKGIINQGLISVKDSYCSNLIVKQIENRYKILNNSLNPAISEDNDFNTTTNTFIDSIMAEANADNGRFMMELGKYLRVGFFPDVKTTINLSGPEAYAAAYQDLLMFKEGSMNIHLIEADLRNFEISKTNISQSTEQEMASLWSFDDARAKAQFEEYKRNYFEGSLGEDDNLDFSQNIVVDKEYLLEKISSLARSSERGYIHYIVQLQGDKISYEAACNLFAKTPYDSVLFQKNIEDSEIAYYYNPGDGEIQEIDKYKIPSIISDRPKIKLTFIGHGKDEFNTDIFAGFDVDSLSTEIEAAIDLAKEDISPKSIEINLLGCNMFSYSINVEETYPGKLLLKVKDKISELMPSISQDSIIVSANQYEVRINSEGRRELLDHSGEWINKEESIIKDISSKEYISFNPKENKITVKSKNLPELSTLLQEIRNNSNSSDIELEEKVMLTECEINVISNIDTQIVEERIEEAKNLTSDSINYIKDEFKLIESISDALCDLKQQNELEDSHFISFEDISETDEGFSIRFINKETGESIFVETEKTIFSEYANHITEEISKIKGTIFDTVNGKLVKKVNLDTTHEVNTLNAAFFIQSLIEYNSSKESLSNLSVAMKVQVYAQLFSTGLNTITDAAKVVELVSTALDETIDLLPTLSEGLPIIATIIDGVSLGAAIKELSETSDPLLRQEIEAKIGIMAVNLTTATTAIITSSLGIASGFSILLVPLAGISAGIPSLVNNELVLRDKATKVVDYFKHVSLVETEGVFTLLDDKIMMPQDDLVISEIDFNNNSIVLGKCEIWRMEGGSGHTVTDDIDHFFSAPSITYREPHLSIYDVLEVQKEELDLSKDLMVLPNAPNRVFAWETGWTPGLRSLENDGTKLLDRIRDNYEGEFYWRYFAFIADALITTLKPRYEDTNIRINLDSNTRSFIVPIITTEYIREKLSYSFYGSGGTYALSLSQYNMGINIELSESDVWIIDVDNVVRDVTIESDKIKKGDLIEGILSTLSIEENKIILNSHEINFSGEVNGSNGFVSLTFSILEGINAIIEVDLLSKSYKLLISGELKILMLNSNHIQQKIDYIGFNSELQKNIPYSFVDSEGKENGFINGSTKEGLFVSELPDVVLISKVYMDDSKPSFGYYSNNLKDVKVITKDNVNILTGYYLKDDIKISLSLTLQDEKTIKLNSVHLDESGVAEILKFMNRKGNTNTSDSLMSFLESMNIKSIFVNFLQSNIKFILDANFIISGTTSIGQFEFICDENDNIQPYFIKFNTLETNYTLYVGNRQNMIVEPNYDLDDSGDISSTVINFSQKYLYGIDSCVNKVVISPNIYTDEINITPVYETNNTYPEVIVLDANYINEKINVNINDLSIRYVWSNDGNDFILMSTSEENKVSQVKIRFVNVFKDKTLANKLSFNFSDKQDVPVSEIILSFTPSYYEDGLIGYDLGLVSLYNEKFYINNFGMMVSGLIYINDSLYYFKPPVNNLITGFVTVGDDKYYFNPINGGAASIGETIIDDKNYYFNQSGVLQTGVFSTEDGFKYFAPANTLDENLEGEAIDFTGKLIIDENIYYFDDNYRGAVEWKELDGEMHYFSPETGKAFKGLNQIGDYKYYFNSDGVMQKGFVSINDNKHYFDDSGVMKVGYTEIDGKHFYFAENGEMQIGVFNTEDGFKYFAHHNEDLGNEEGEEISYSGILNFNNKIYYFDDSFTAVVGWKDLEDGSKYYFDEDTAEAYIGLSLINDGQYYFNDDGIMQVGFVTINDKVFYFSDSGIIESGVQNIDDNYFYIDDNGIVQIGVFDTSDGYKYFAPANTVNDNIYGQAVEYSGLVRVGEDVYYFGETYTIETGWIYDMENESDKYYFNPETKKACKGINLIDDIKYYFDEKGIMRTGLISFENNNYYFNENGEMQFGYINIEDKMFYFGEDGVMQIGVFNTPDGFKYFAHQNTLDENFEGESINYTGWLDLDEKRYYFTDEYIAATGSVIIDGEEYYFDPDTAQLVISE
* hit, by the source's call; & = joins results of further samples.

#	Compound	TcdB inh
1	Cc1noc(C)c1S(=O)(=O)N(C)C[C@H]1OCCCC[C@H](C)Oc2ccc(NC(=O)Nc3ccc(C(F)(F)F)cc3)cc2C(=O)N([C@@H](C)CO)C[C@@H]1C	-1.2
2	Cc1cccc(N2CCN(C(C(=O)NCc3ccccc3)c3ccc(F)cc3)CC2)c1C (configuration not stated)	0.7
3	Cc1noc(C)c1NC(=O)N(C)C[C@H]1Oc2c(NC(=O)Nc3ccc4c(c3)OCO4)cccc2C(=O)N([C@@H](C)CO)C[C@H]1C	-0.6
4	COCC(=O)Nc1ccc2c(c1)OC[C@H](C)N(C(=O)c1ccccc1F)C[C@@H](C)[C@H](OC)CN(C)C2=O	-0.2
5	COc1ccc(NC(=O)N(C)C[C@H]2Oc3ccc(NC(=O)NC4CCCCC4)cc3CC(=O)N([C@@H](C)CO)C[C@@H]2C)cc1	-0.3
6	C[C@H]1CN([C@@H](C)CO)S(=O)(=O)c2ccc(/C=C/c3ccccc3)cc2O[C@H]1CN(C)C(=O)C1CC1	3.3
7	CCNC(=O)[C@@H]1[C@@H](CO)[C@@H]2Cn3c(ccc(-c4cccc(F)c4)c3=O)[C@@H]2N1Cc1cc(F)ccc1F	0.2
8	CCCNC(=O)N(C)C[C@H]1Oc2ncc(C#Cc3ccncc3)cc2C(=O)N([C@H](C)CO)C[C@@H]1C	-0.2
9	CCNC(=O)[C@H]1[C@H](CO)[C@H]2Cn3c(ccc(-c4ccccc4)c3=O)[C@@H]1N2Cc1ccccc1	0.5
10	CNC[C@@H]1Oc2c(NS(=O)(=O)c3ccc(F)cc3)cccc2C(=O)N([C@H](C)CO)C[C@@H]1C	0.8
11	COc1ccccc1NC(=O)N1[C@@H]2CNC[C@H]1C2c1ccc(-c2cccc(C#N)c2)cc1 (some centres not stated)	-1.4&0.0
12	Cc1noc(C)c1NC(=O)Nc1ccc2c(c1)CC(=O)N([C@@H](C)CO)C[C@@H](C)[C@H](CN(C)Cc1ccc(Cl)c(Cl)c1)O2	-0.1
13	Cc1ccc(S(=O)(=O)N(C)C[C@@H]2OCCCC[C@@H](C)Oc3ccc(NC(=O)Nc4ccc(C(F)(F)F)cc4)cc3C(=O)N([C@H](C)CO)C[C@@H]2C)cc1	-1.3
14	C[C@@H]1CN([C@@H](C)CO)C(=O)Cc2cc(NC(=O)Cc3cn(C)c4ccccc34)ccc2O[C@H]1CN(C)Cc1ccc2c(c1)OCO2	0.0
15	COc1ccccc1-c1ccc2c(c1)O[C@@H](CN(C)CC1CCOCC1)[C@@H](C)CN([C@@H](C)CO)S2(=O)=O	0.6
16	CCCNC(=O)C[C@@H]1CC[C@@H]2[C@@H](COc3ccc(NC(=O)c4cccs4)cc3C(=O)N2C)O1	0.6
17	Cc1noc(C)c1NC(=O)N(C)C[C@@H]1Oc2ccc(NC(=O)CCCCCC(=O)Nc3ccccc3N)cc2C(=O)N([C@@H](C)CO)C[C@H]1C	1.3
18	Cc1ccc(S(=O)(=O)Nc2cccc3c2O[C@@H](CN(C)Cc2ccc(Oc4ccccc4)cc2)[C@@H](C)CN([C@H](C)CO)C3=O)cc1	0.5
19	Cc1ccc(S(=O)(=O)N[C@@H]2CC[C@@H](CCn3cc(-c4cccnc4)nn3)O[C@H]2CO)cc1	0.9
20	COC(=O)c1ccc([C@H]2C=C(C(=O)N3CCN(Cc4ccc5c(c4)OCO5)CC3)O[C@@H](OCc3ccc(CO)cc3)C2)cc1	0.6

Copied from the list:
#15 @ TcdB inh: 0.6
#13 @ TcdB inh: -1.3
#17 @ TcdB inh: 1.3
#11 @ TcdB inh: -1.4&0.0
#6 @ TcdB inh: 3.3
#16 @ TcdB inh: 0.6
#1 @ TcdB inh: -1.2

(list continues)
#	Compound	TcdB inh
21	CNC[C@@H]1Oc2ccc(N(C)C)cc2C(=O)N([C@@H](C)CO)C[C@@H]1C	-7.4
22	COc1ccc2c3c(n(C)c2c1)[C@H](CO)N(Cc1ccccc1OC)CC31CCN(C(=O)C2CC2)CC1	0.3
23	COCC(=O)N(C)C[C@H]1Oc2cc(-c3cccnc3)ccc2S(=O)(=O)N([C@H](C)CO)C[C@H]1C	-0.1
24	C[C@H](O)C#Cc1ccc([C@H]2[C@@H](CO)N3CCCCN(C(=O)Nc4ccccc4)C[C@H]23)cc1	1.9
25	CC(C)NC(=O)N1[C@H](CO)[C@H]2c3ccccc3N(C(=O)Nc3ccc(Cl)cc3)C[C@H]21	-0.5
26	O=C(Nc1cc(F)ccc1F)N[C@@H]1CC[C@H](CC(=O)N2CCc3ccccc3C2)O[C@H]1CO	-0.7
27	O=C(C[C@H]1C=C[C@H](NC(=O)Nc2cc(F)ccc2F)[C@H](CO)O1)Nc1ccccc1	-0.6
28	O=S(=O)(Cc1ccccc1)N1CCCCN2[C@H](C1)[C@H](c1ccc(-c3ccncc3)cc1)[C@@H]2CO	-0.5
29	CS(=O)(=O)Nc1ccc2c(c1)[C@@H]1C[C@@H](CC(=O)NC3CCCCC3)O[C@@H](CO)[C@@H]1O2	1.2
30	Cc1ccc(S(=O)(=O)N(C)C[C@@H]2Oc3ccc(NC(=O)Nc4ccccc4)cc3CC(=O)N([C@@H](C)CO)C[C@H]2C)cc1	-1.0
31	CN(C)C(=O)C[C@@H]1C[C@@H]2c3cc(NC(=O)NC4CCCC4)ccc3O[C@@H]2[C@H](CO)O1	0.9
32	COc1ccc(CNC(=O)C[C@@H]2C=C[C@@H](NC(=O)CN(C)C)[C@H](CO)O2)cc1	-0.9
33	COc1ccc2c3c(n(C)c2c1)[C@@H](CO)NCC31CN(CC2CCOCC2)C1	-0.4
34	O=C(Nc1ccccc1F)N1C[C@@H]2N[C@H](C1)C2c1ccc(-c2ccccc2)cc1 (some centres not stated)	1.1
35	Cc1ccc(S(=O)(=O)N(C)C[C@@H]2OCCCC[C@@H](C)Oc3ccc(NC(=O)NC(C)C)cc3C(=O)N([C@@H](C)CO)C[C@@H]2C)cc1	2.2
36	CCCNC(=O)N(C)C[C@H]1Oc2cc(C3=CCCCC3)ccc2S(=O)(=O)N([C@H](C)CO)C[C@@H]1C	-0.8
37	C[C@@H]1CN([C@@H](C)CO)C(=O)c2cc(NS(=O)(=O)c3ccccc3)ccc2O[C@H]1CN(C)C(=O)Nc1ccc(F)cc1	-0.3
38	C[C@@H]1CN([C@@H](C)CO)C(=O)Cc2cc(NC(=O)Cc3ccccc3)ccc2O[C@@H]1CN(C)Cc1ccncc1	-2.3
39	COc1cccc(S(=O)(=O)N[C@H]2CC[C@@H](CC(=O)NCc3ccncc3)O[C@@H]2CO)c1	-0.2
40	CCCNC(=O)[C@@H]1[C@@H](CO)[C@@H]2Cn3c(ccc(-c4cccc(OC)c4)c3=O)[C@H]1N2C(=O)NCCC	-1.9

#	Compound	TcdB inh
41	C[C@H](CO)N1C[C@H](C)[C@H](CN(C)C(=O)Nc2ccccc2)Oc2ccc(NC(=O)NC3CCCCC3)cc2CC1=O	-1.4
42	Cc1ccc(S(=O)(=O)Nc2ccc3c(c2)C(=O)N([C@@H](C)CO)C[C@H](C)[C@@H](CN(C)C(=O)Nc2ccc4c(c2)OCO4)OCCCC[C@@H](C)O3)cc1	-1.3
43	O=C(C[C@H]1C=C[C@@H](NC(=O)c2ccccn2)[C@@H](CO)O1)NCc1cc(F)cc(F)c1	-3.0
44	COCC(=O)N1CC2(C1)[C@H](c1ccc(-c3ccc(C)cc3)cc1)[C@@H](CO)N2C(C)=O	0.2
45	CNC[C@@H]1Oc2c(NC(=O)c3cc(C)nn3C)cccc2C(=O)N([C@@H](C)CO)C[C@H]1C	-0.1
46	CO[C@H]1CN(C)C(=O)c2ccc(NC(=O)C3CCC3)cc2OC[C@H](C)NC[C@H]1C	4.0
47	CCCNC(=O)N(C)C[C@H]1Oc2ncc(Br)cc2C(=O)N([C@@H](C)CO)C[C@H]1C	0.2
48	O=C(C[C@@H]1C=C[C@@H](NC(=O)CN2CCOCC2)[C@@H](CO)O1)NCCc1ccccc1	-0.3
49	C[C@H]1CCCCO[C@H](CN(C)Cc2ccc(C(F)(F)F)cc2)[C@@H](C)CN([C@@H](C)CO)C(=O)c2cc(NS(=O)(=O)c3ccc(Cl)cc3)ccc2O1	0.6
50	C[C@@H]1CN([C@@H](C)CO)C(=O)c2cc(NC(=O)Nc3ccc4c(c3)OCO4)ccc2O[C@@H]1CN(C)S(=O)(=O)c1ccc(F)cc1	-0.1
51	Cc1ccc(-c2ccc3c(c2)O[C@@H](CN(C)Cc2ccc(C(=O)O)cc2)[C@@H](C)CN([C@H](C)CO)S3(=O)=O)cc1	0.3
52	O=C(Cc1cccnc1)N1CC(=O)N2[C@H](CO)[C@H](c3ccc(C#CC4CCCC4)cc3)[C@@H]2C1	2.4
53	C[C@@H]1CN([C@H](C)CO)C(=O)Cc2cc(NC(=O)NC3CCCCC3)ccc2O[C@@H]1CN(C)Cc1ccc(Oc2ccccc2)cc1	-0.4
54	O=C(Nc1ccc(F)cc1)N1CCCCN2[C@H](CO)[C@@H](c3ccc(-c4ccccc4F)cc3)[C@@H]2C1	-0.7
55	Cc1ccccc1-c1ccc2c(c1)O[C@H](CN(C)C(=O)c1ccccn1)[C@H](C)CN([C@H](C)CO)S2(=O)=O	0.1
56	CC(C)NC(=O)Nc1ccc2c(c1)CC(=O)N([C@H](C)CO)C[C@H](C)[C@H](CN(C)C(=O)Nc1ccccc1)O2	-1.1
57	C[C@@H]1CN([C@H](C)CO)S(=O)(=O)c2ccc(/C=C/c3ccccc3)cc2O[C@@H]1CN(C)C(=O)C1CC1	0.9
58	O=C(NC1CCCC1)C(c1ccccc1)n1c(-c2ccc3c(c2)CCO3)nc2ccccc21 (configuration not stated)	1.0
59	O=C(CN1CCOCC1)N1CC(=O)N2[C@H](CO)[C@@H](c3ccc(-c4ccccc4)cc3)[C@H]2C1	-0.5
60	CCCNC(=O)[C@H]1[C@H](CO)[C@H]2Cn3c(ccc(-c4ccc(F)cc4)c3=O)[C@@H]1N2C(=O)NC(C)C	-3.9

Part of the list above in order of heavy-atom count, ascending.
#	Compound	TcdB inh
52	O=C(Cc1cccnc1)N1CC(=O)N2[C@H](CO)[C@H](c3ccc(C#CC4CCCC4)cc3)[C@@H]2C1	2.4
51	Cc1ccc(-c2ccc3c(c2)O[C@@H](CN(C)Cc2ccc(C(=O)O)cc2)[C@@H](C)CN([C@H](C)CO)S3(=O)=O)cc1	0.3
53	C[C@@H]1CN([C@H](C)CO)C(=O)Cc2cc(NC(=O)NC3CCCCC3)ccc2O[C@@H]1CN(C)Cc1ccc(Oc2ccccc2)cc1	-0.4

From no. 58 up to 60, copied from above:
#	Compound	TcdB inh
58	O=C(NC1CCCC1)C(c1ccccc1)n1c(-c2ccc3c(c2)CCO3)nc2ccccc21 (configuration not stated)	1.0
59	O=C(CN1CCOCC1)N1CC(=O)N2[C@H](CO)[C@@H](c3ccc(-c4ccccc4)cc3)[C@H]2C1	-0.5
60	CCCNC(=O)[C@H]1[C@H](CO)[C@H]2Cn3c(ccc(-c4ccc(F)cc4)c3=O)[C@@H]1N2C(=O)NC(C)C	-3.9

(list continues)
#	Compound	TcdB inh
61	N#C[C@H]1[C@H](c2ccc(C#CC3CC3)cc2)[C@H](CO)N1C(=O)Cc1ccccn1	0.7
62	Cc1ccc(CN2CC(=O)N3[C@H](C2)[C@H](c2ccc(-c4ccccc4F)cc2)[C@@H]3CO)cc1	0.6
63	O=C(CC1CC1)N1[C@H](CO)[C@H]2c3ccccc3N(S(=O)(=O)c3ccccc3F)C[C@H]21	-1.1
64	O=C(C[C@@H]1CC[C@H]2[C@@H](COC[C@H](O)CN2C(=O)Cc2ccccc2)O1)NC1CCC1	-2.5
65	Cc1noc(C)c1S(=O)(=O)N(C)C[C@@H]1Oc2c(NC(=O)C3CC3)cccc2C(=O)N([C@H](C)CO)C[C@@H]1C	0.3
66	CCCC#Cc1cnc2c(c1)C(=O)N([C@H](C)CO)C[C@H](C)[C@H](CN(C)Cc1ccccc1F)O2	-1.2
67	Cc1noc(C)c1S(=O)(=O)Nc1ccc2c(c1)C(=O)N([C@H](C)CO)C[C@@H](C)[C@H](CN(C)C(=O)Nc1ccc(F)cc1)OCCCC[C@H](C)O2	0.5
68	C[C@H]1CN([C@@H](C)CO)C(=O)c2cc(NC(=O)Cc3ccccc3)ccc2O[C@@H]1CN(C)CC1CC1	0.4
69	CN1CCN(C(=O)[C@@H]2[C@@H](CO)[C@@H]3Cn4c(ccc(C5=CCCCC5)c4=O)[C@H]2N3S(C)(=O)=O)CC1	1.2
70	C[C@H](O)C#Cc1cnc2c(c1)C(=O)N([C@H](C)CO)C[C@H](C)[C@H](CN(C)C(=O)CN(C)C)O2	0.4
71	CN1C[C@@H]2[C@H](c3ccccc31)[C@@H](CO)N2C(=O)C1CCCCC1	-0.1
72	O=C(C[C@@H]1CC[C@H](NC(=O)Cc2ccccn2)[C@@H](CO)O1)NCCc1ccccc1	-5.4&0.0
73	O=C(Cc1ccncc1)N[C@@H]1CC[C@@H](CCn2cc(-c3ccccc3F)nn2)O[C@H]1CO	-2.0
74	OC[C@H]1[C@@H](c2ccc(-c3ccccc3F)cc2)[C@@H]2CN(Cc3cncnc3)CCCCN12	-0.3
75	Cc1ccccc1-c1cnc2c(c1)C(=O)N([C@H](C)CO)C[C@H](C)[C@@H](CN(C)Cc1cccnc1)O2	0.6
76	C[C@@H](NC(=O)C[C@@H]1C=C[C@@H](NC(=O)c2cccnc2)[C@@H](CO)O1)c1ccccc1	-7.0
77	Cc1ccccc1S(=O)(=O)NCC[C@@H]1CC[C@@H](NC(=O)C2CCCCC2)[C@@H](CO)O1	-0.2
78	CC=Cc1ccc2n(c1=O)C[C@H]1[C@H](CO)[C@@H](C(=O)NCC)N(CC3CCOCC3)[C@@H]21 (mixture of isomers)	0.8
79	CCCNC(=O)N[C@@H]1C=C[C@H](CC(=O)NC2CCC2)O[C@@H]1CO	0.5
80	CCCNC(=O)Nc1ccc2c(c1)OC[C@@H](C)N(C(C)=O)C[C@H](C)[C@H](OC)CN(C)C2=O	0.5
81	N#C[C@@H]1[C@@H](c2ccc(-c3cncnc3)cc2)[C@H](CO)N1C(=O)Cc1ccccc1	-1.0
82	C[C@H]1CCCCO[C@@H](CN(C)Cc2ccc3c(c2)OCO3)[C@@H](C)CN([C@@H](C)CO)C(=O)c2cc(NS(=O)(=O)c3ccc(Cl)cc3)ccc2O1	-0.2&0.7

These rows are one share of the data; count on the stated rates, not on these rows.
